ATXN2 expr inh: ATXN2 expression inhibition. HEK-293 ATXN2-luciferase reporter, luminescence, 24 h. Potency, µM (doses to about 57 µM), without a hit: at the highest dose activity change, negative = inhibition, actives largely listed as inhibitors. 0.72% of 360,000 active; also: potency is read from the fitted curve at half-maximal effect; % is scaled to controls: 0 for no effect and ±100 for the full control effect; nearly all actives have a fitted effect of over 55% in size
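qHTS (up to 57 uM final) was run with 24 h compound exposure of reporter cells at 37 °C. Each well was multiplexed: SteadyGlo luminescence measured ATXN2-luciferase expression after a fluorogenic Gly-Phe-AFC viability readout (25 uM final).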
HepG2 viability: counter-screen for TGF-b inhibitors: cytotoxicity in HepG2 cells; HepG2 CAGA-GFP viability, ATP luminescence, 18 h; Potency, µM (titrated, usually from 46.1 µM), for inactives: at the top dose activity change, negative = cytotoxicity, usual class: cytotoxic; 0.76% of 410,000 active; AID 588856; also: potency is read from the fitted curve at half-maximal effect; some results filed as inactive show a strong effect at the top dose
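HepG2 CAGA-GFP cells (1000/well, DMEM with 1% FBS) received compound, then TGF-beta at 500 pg/mL final, and were incubated 18 hours at 37 degrees C. Viability was read by CellTiter-Glo luminescence. Media-only wells were set as complete cell-killing and DMSO as no toxicity.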
ATXN viability: cell viability loss in ATXN counter-screen | Potency, µM (doses to about 56.7 µM), usual class: cytotoxic | S2 cells (HEK-293 line with an ATXN2-luciferase reporter) viability, CellTiter-Fluor protease fluorescence, 24 h | 0.49% of 400,000 active; also: potency is read from the fitted curve at half-maximal effect; nearly all actives have a fitted effect of over 40% in size
MCF10A rerep: DNA re-replication induction in MCF 10a cells; MCF 10A DNA re-replication, Hoechst nuclear intensity, 48 h; Potency, µM (top dose mostly 46.1 µM), inactives show at the highest dose activity, positive = re-replication, actives largely listed as activators; 2.9% of 350,000 active; AID 624296; also: potency is read from the fitted curve at half-maximal effect; % of control where 0% means no effect; nearly all actives have a fitted effect of over 50% in size
IL-1B inflam inh: inhibitors of inflammasome signaling (IL-1 beta secretion); THP-1 LPS/ATP IL-1B secretion, AlphaLISA, 16 h; active compounds read low; activity change, % at 57.5 µM; 4.7% of 360,000 active; AID 743279; in the data active = activity change below about -50%; inconclusive = mostly about -30% to -49%; also: % is scaled to controls: 0 for no effect and ±100 for the full control effect
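THP-1 cells pretreated 1 hr with compounds (up to 57.5 uM final), then stimulated with LPS (250 ng/mL final) plus ATP (1.25 mM final); secreted IL-1B measured by AlphaLISA after 16 hr, decreased signal indicating inhibition.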
A549 viability: A549 cytotoxicity, counter-screen for Nrf2 inhibitors. A549 ARE-Fluc cells, CellTiter-Fluor viability, 18-24 h. Potency, µM (top dose mostly 46 µM), inactives show at the highest dose activity change, negative = cytotoxicity, hits mostly inhibitors. 0.16% of 390,000 active; also: potency is read from the fitted curve at half-maximal effect; % is scaled to controls: 0 for no effect and ±100 for the full control effect
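A549 ARE-Fluc cells in 5% FBS OPTI-MEM, 5000 cells/well, rested 2 h then exposed to compounds in concentration-response for 18-24 h at 37 °C. Viability by CellTiter-Fluor fluorescence (Ex 405/Em 525) after 30 min; luciferase luminescence (BugLite, 15 min, RT) read afterwards.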
Nrf2 activator: activates Nrf2 signaling; 0.31% of 410,000 active; AID 624171; AREc32 ARE-luciferase reporter (MCF7-derived line), luminescence, 24 h; Potency, µM (doses to about 46.1 µM), inactives show top-dose activation, most hits filed as activators; also: potency is read from the fitted curve at half-maximal effect; % of control where 0% means no effect; nearly all actives have a fitted effect of over 65% in size
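ARE activation measured as luciferase luminescence (Steady-Glo, 30 min RT) in AREc32_Fluc cells after 24 hr compound exposure at 37 deg C, 5% CO2; cells seeded overnight at 1000/well in OPTI-MEM, 5% FBS.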
TGFb inhibitor: inhibitors of TGF-b signaling; HepG2 CAGA-GFP TGF-b/SMAD3 reporter, GFP fluorescence, 18 h; TGF-beta stimulated, 500 pg/mL final; Potency, µM (doses to about 46.1 µM), without a hit: at the top dose activity, negative = inhibition, most hits filed as inhibitors; 1.2% of 410,000 active; AID 588855; also: potency is read from the fitted curve at half-maximal effect; % is scaled to controls: 0 for no effect and ±100 for the full control effect; nearly all actives have a fitted effect of over 65% in size
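Inhibition of TGF-beta-driven CAGA-GFP reporter expression in HEPG2 cells is measured by cellular GFP fluorescence after 18 h stimulation with 500 pg/mL recombinant TGF-beta in 1% FBS medium at 37 degrees C.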
Nrf2 inh: Nrf2 pathway inhibition; A549 ARE-Fluc reporter, luciferase luminescence, 18-24 h; 2.1% of 360,000 active; Potency, µM (highest dose often 46 µM), for the others: at the highest dose activity change, negative = inhibition, usual class: inhibitors; AID 504444; also: potency is read from the fitted curve at half-maximal effect; % is scaled to controls: 0 for no effect and ±100 for the full control effect; nearly all actives have a fitted effect of over 60% in size
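Concentration-response testing used A549 ARE_Fluc cells at 5000 cells/well. Following an 18-24 h compound incubation, viability was read by fluorescence (Ex 405/Em 525) and luciferase output by luminescence.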
Numbers without * were called inactive; i = inactive; ? = inconclusive; nt = no result given; & = joins results of further samples; [ ] = another dose, or the depositor's remark. Unless noted, calls follow the shape of the dose curve; as a rule, active = well fitted curve in the direction sought with a large enough effect; inconclusive = small, poorly fitted or top-dose-only effect, or another doubt; inactive = no such curve, though single readings can be large; an effect the other way counts as inactive or inconclusive.

SMILES | ATXN2 expr inh | HepG2 viability | ATXN viability | MCF10A rerep | IL-1B inflam inh | A549 viability | Nrf2 activator | TGFb inhibitor | Nrf2 inh
CCCCCN(C(=O)NC(=O)Nc1ccccc1C)S(C)(=O)=O | 0.3% | -20.9% | i | -7.4% | -7.7 | -5.0% | 2.3% | -21.6% | -4.2%
C[C@@H](C(=O)Nc1ccc2ccccc2c1)[C@H]1C[C@]1(C)[C@H](NC(=O)c1cccnc1)c1ccccc1 | ? | -44.9% | ? | ? | -6.3 | -2.4% | 8.1% | ? | ?
CCC(C(=O)NCCCN1CCN(C)CC1)n1nc(C)n2c(cc3occc32)c1=O (stereo unspecified) | 8.4% | 1.3% | i | 1.4% | 4.7 | -0.2% | -0.3% | -0.6% | 20.2%
CCCCOc1nc2c(c(=O)n(C)c(=O)n2C)n1C | 3.4% | 17.3% | i | -2.9% | 10.8 | -6.9% | -0.4% | 12.6% | 3.6%
CSc1nc(C(C)C)ccc1CNC(=O)CC(C)c1ccccc1 (stereo unspecified) | 23.7% | 14.7% | i | ? | 18.0 | 1.8% | 0.0% | ? | 6.1%
NC(=O)NC(CC(=O)N1CCc2ccccc2C1)c1ccc(Cl)cc1 (stereo unspecified) | -0.4% | -4.8% | i | 1.1% | -11.5 | 1.1% | -0.5% | 12.8% | 11.0%
CN1CCN(CCNC(=O)Cn2c(=O)c3cccn3c3ccc(F)cc32)CC1 | nt | 1.8% | i | 1.3% | -13.5 | 4.2% | -0.9% | 8.7% | -2.2%
COC(=O)c1ccccc1NC(=O)c1cnc(Nc2ccc(OC)cc2)c2ccccc12 | 7.4% | -22.5% | i | nt | nt | -7.4% | 4.9% | -2.0% | -14.8%[9.27 µM]
Cc1nn(C)cc1CNC(=O)/C=C/c1cnn(C)c1 | -1.4% | 0.9% | i | -2.4% | 17.1 | -2.0% | 0.1% | -5.1% | -5.4%
COCCCNc1nc2cc(OC)c(OC)cc2c2nc(-c3ccccc3)nn12 | -22.4%&-15.7% | 23.3%&-19.0% | i | 5.5% | -4.1 | -8.8%&0.6% | -0.5%&-0.8% | 20.8%&-1.1% | ?
O=C(CSc1nc(-c2ccccc2)[nH]c1-c1ccc(F)cc1)NC1CCCC1 | nt | -27.4% | nt | nt | nt | -7.7% | 0.6% | ? | ?
COc1ccc(N2CC(C(=O)Nc3nnc(SCC(=O)NC(C)(C)C)s3)CC2=O)cc1 (stereo unspecified) | nt | -3.8% | i | 3.6% | -0.2 | 0.0% | 0.4% | -8.6% | -26.5%
COc1cc(OC)cc(C(=O)N[C@H](C(=O)NC23CC4CC(CC(C4)C2)C3)C(C)C)c1 | -9.4% | -34.4% | i | -2.3% | 32.7 | -4.5% | -0.6% | -1.5% | 14.3%
COc1ccc(NC(=O)Cn2c(=O)n(Cc3ccco3)c(=O)c3cc(OC)c(OC)cc32)cc1 | -25.5% | -3.3% | ? | nt | nt | -5.8% | 0.0% | -9.9% | -15.4%
Cc1nc(N2CCN(c3ccccn3)CC2)c2c(C)c(C(=O)Nc3ccc(F)cc3Cl)sc2n1 | nt | -40.9% | ? | 16.4µM* | ? | -2.5% | 0.2% | -13.9% | -2.9%
Cc1ccc(N=C2C(=O)Nc3ccc(C)c(Br)c32)cc1 | nt | -10.0% | i | 2.0% | 14.5 | 0.9% | 12.5% | ? | -3.8%
Cc1ccc(NC(=O)c2ccc(NC(=O)N3CCSc4ncccc43)cc2)c(C)c1 | nt | -20.3% | nt | nt | nt | 1.7% | 3.0% | -22.3% | 9.7%
O=C(CSc1ncc(CO)n1Cc1ccccc1)Nc1ccc(C(F)(F)F)cc1 | ? | -42.5% | i | nt | nt | -0.9% | 0.6% | ? | nt
CC1CN(c2nnc(NC(=O)c3ccccc3)s2)CC(C)O1 (stereo unspecified) | nt | 10.1% | i | 2.2% | -3.0 | ? | 4.9% | 19.6% | -0.4%
CCCCN(C(=O)CCNC(=O)NC12CC3CC(CC(C3)C1)C2)c1c(N)n(CCCC)c(=O)[nH]c1=O | -4.0% | -21.5% | i | 14.5% | -14.8 | -5.8% | -0.8% | -11.1% | -13.8%

An excerpt from above, limited to Nrf2 activator:
| SMILES | Nrf2 activator |
| --- | --- |
| COC(=O)c1ccccc1NC(=O)c1cnc(Nc2ccc(OC)cc2)c2ccccc12 | 4.9% |
| COc1ccc(NC(=O)Cn2c(=O)n(Cc3ccco3)c(=O)c3cc(OC)c(OC)cc32)cc1 | 0.0% |

Next results:
SMILES | ATXN2 expr inh | HepG2 viability | ATXN viability | MCF10A rerep | IL-1B inflam inh | A549 viability | Nrf2 activator | TGFb inhibitor | Nrf2 inh
O=[N+]([O-])c1ccc(C=NN=Cc2ccc([N+](=O)[O-])cc2)cc1 | -3.4% | -6.6% | ? | 0.0% | -8.1 | -2.4% | 28.4% | -3.7% | 14.5%
COc1cccc(C(=O)N2CCN(S(C)(=O)=O)CC2)c1 | 0.4% | -15.7% | i | -0.2% | 18.6 | -4.4% | 0.3% | 0.0% | 0.5%
CCN(C[C@H]1N[C@@](CC)(C(=O)OC)[C@H]2C(=O)N(Cc3ccccc3)C(=O)[C@@H]12)C(=O)c1ccccc1 | 5.0% | 6.5% | i | 10.6% | 7.8 | -6.2% | 0.6% | 5.8% | -0.1%
CCCCn1c(N)c(N(CCC(C)C)C(=O)C2=NN(c3ccccc3)C(=O)CC2)c(=O)[nH]c1=O | 3.6% | -7.0% | i | 6.1% | -6.4 | -3.1% | -1.0% | 8.7% | 16.2%
O=C(COc1ccc(Cl)cc1)NC1CC1 | 7.7% | -0.5% | i | 6.4% | 13.2 | 0.0% | -0.7% | 9.3% | -8.8%
CCC(CC)NC(=O)COC(=O)c1cccc(C)c1O | 5.3% | -8.2% | i | 0.4% | 4.3 | -4.0% | 2.1% | -3.2% | 1.0%
O=C1CCCC2=C1C(c1ccccc1)C1C(=O)c3ccccc3C1=N2 (stereo unspecified) | 1.9% | 1.2% | ? | -3.8% | -18.2 | -15.9% | -0.1% | -21.4% | 12.3%
O=C(CSCc1ccc(Cl)cc1)Nc1ccc(O)cc1C(=O)O | 1.4% | 3.7% | i | -3.5% | 2.6 | 0.2% | -0.4% | -4.7% | ?
COC(=O)c1ccccc1NC(=O)c1cc[n+](C)cc1 | 1.1% | 5.62µM* | i | ? | 5.9 | 2.7% | -0.4% | 0.0% | -6.4%
CC1(C(=O)NCCC#N)CCN1C(=O)C1(c2ccccc2)CCCC1 (stereo unspecified) | 2.7% | 14.7% | i | nt | 20.6 | nt | -0.4%[9.22 µM] | 18.4% | nt
O=C(CCN1C(=O)C2C3C=CC(C3)C2C1=O)Nc1ccc(F)cc1 (stereo unspecified) | 2.3% | -3.5% | i | 9.7% | -5.8 | 0.0% | 0.1% | 8.8% | nt
CC(C)=CC(=O)NCCc1ccccc1 | -23.9% | 0.0% | i | -7.4% | -10.2 | 0.1% | -1.3% | -0.5% | ?
COc1ccc(S(=O)(=O)N2CCC(c3cc(-c4cccc5ccccc45)n[nH]3)CC2)cc1 | -20.5% | -21.4% | i | -2.2% | -19.1 | -0.3% | 2.0% | ? | ?
CCN1C(=NCC2CC2)N[C@@H](c2ccccc2)C(C(=O)OC)=C1C | 2.8% | 19.2% | i | -4.7% | 7.3 | -0.7% | 0.2% | 19.1% | 5.4%
CC(=O)NC(C)C12CC3CC(CC(CC(=O)O)(C3)C1)C2 (stereo unspecified) | 2.0% | 4.7% | i | -7.4% | 11.9 | 12.1% | 0.6% | -1.1% | 20.2%
COc1cc([C@@H]2CC=C(C(=O)O)[C@H](c3ccccc3F)N2S(=O)(=O)c2ccc(C)cc2)cc(OC)c1OC | -0.3% | 19.1% | i | 25.0% | 4.6 | -5.2% | -0.7% | 30.6% | 5.7%
CC(=O)c1cccc(NC(=O)c2cccc(S(=O)(=O)N3CCOCC3)c2)c1 | -1.5% | -22.2% | i | 11.2% | 0.0 | -0.9% | 2.7% | -19.8% | 17.6%
CCOC(=O)N1CCC(NC(=O)CS(=O)(=O)Cc2nc(-c3ccccc3Cl)oc2C)CC1 | -6.0% | -19.0% | i | 0.2% | -7.5 | 0.6% | -0.2% | -9.7% | ?
OCCCCc1nccc2c1[nH]c1ccccc12 | nt | -9.0% | i | 8.8% | 0.0 | 1.8% | 0.0% | 17.4% | -6.1%
Cc1ccc(OCC(=O)Nc2cccc(C(=O)OCc3cc(=O)n4c(C)csc4n3)c2)cc1 | nt | -18.8% | nt | nt | nt | -15.2% | 1.3% | ? | nt
CC(=O)N1c2ccc(S(=O)(=O)NCC3CCC(C(=O)Nc4cccc(C)c4C)CC3)cc2CC1C (stereo unspecified) | nt | -29.1% | nt | nt | nt | 7.3% | 4.1% | ? | ?
COc1ccccc1CN(C(=O)CNC(=O)c1ccco1)C(C(=O)NCC1CCCO1)c1ccc(OC)c(OC)c1 (stereo unspecified) | 22.6% | 19.2% | i | -13.8% | 14.7 | 1.3% | -0.3% | -3.8% | 2.4%
CN(Cc1c(F)cccc1Cl)C(=O)COC(=O)Cn1cnc2ccccc2c1=O | nt | -22.7% | i | nt | 12.8 | nt | 0.1% | -4.7% | nt
CC(=O)c1nnn(-c2c(F)cccc2F)c1C | nt | 0.9% | i | 6.9% | 4.3 | -16.6% | 0.0% | 1.7% | -17.1%
Cc1cc(C)c2oc(C(=O)Nc3nc4ccc(Cl)cc4s3)cc(=O)c2c1 | 8.7% | -0.7% | i | nt | nt | 4.6% | 3.1% | -4.5% | 11.2%
COCCNC(=O)C1(C(F)(F)F)C/C(=C/CCO)CCCO1 (stereo unspecified) | nt | 0.1% | nt | nt | nt | 4.1% | nt | -6.3% | 15.4%

Rows were taken by chance; about 8.8% have a hit in one of these screens.
